ABCB1 inh: blocks JC-1 efflux by human ABCB1 transporter; CCRF-Adr cells, flow cytometry; inhibition, % at 6.6 µM; 0.067% of 190,000 active; in the data active = inhibition above about 40%;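 also: 0% = vehicle and 100% = reference inhibitor; higher value means more JC-1 retained so stronger ABCB1 efflux block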
RGS8-Gao: human RGS8-Galphao interaction regulation. multiplexed bead flow cytometry, RGS8-Galphao binding; actives lie on both sides. response (percent of control binding), % at 10 µM. 0.34% of 220,000 active. AID 1423; in the data active = response below about 60% or above about 140%; inactive = in between;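 also: Galphao activated as the GDP aluminium fluoride complex binding bead-coupled RGS8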
Bcl-B Bim block: human Bim-Bcl-B interaction inhibition | bead-based flow cytometry, Bim peptide-Bcl-B binding | inhibition, % at 10 µM | 0.073% of 190,000 active;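 also: 0% = tracer peptide without compound and 100% = reference inhibitor peptide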
Target sequence (Q9HD36 whole entry, looked up): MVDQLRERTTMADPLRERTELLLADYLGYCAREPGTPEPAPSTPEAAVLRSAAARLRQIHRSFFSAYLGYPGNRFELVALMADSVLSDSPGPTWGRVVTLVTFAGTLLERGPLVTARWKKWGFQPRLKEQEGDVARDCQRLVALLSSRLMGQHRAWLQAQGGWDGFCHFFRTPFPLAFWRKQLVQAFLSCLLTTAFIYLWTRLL
Bfl-1 Bim block: inhibitors of Bim-Bfl-1 interaction, human; Q16548; Bead-based flow cytometry, Bim-Bfl-1 binding inhibition; inhibition, % at 10 µM; 0.12% of 190,000 active; AID 1008;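 also: 0% = wells without compound plus tracer and 100% = blocker peptide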
Bcl-W Bim block: disrupts Bim peptide binding to human Bcl-W | Q92843 | bead-based flow cytometry | inhibition, % at 10 µM | 0.02% of 190,000 active;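 also: 0% = bound tracer without compound and 100% = peptide blocker; higher means less fluorescent Bim peptide bound to Bcl-W beads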
Target sequence (Q92843 whole entry, looked up): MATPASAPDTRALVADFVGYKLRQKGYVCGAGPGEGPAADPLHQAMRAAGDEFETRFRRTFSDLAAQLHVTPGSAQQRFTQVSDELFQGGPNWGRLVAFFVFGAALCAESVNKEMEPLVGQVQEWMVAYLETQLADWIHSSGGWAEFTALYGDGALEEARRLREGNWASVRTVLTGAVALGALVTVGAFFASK
GSH bead fluor: compound fluoresces at 488/530 nm on GSH beads. 0.25% of 190,000 active. GSH beads flow cytometry, compound fluorescence 488/530 nm; hits give high values. fluorescence (KMESF) at 10 µM; in the data active = fluorescence above about 89;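 also: glutathione beads carrying GST-tagged Bcl family fusion proteins plus one bare bead set; values are compound well signal with DMSO vehicle wells as background; inactives centre near 16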
ABCG2 block: blocks JC-1 efflux by human ABCG2 transporter | IgMXP3 cells, flow cytometry | inhibition, % at 6.6 µM | 0.1% of 190,000 active | AID 1325;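 active = inhibition above 80%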;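 also: 0% = DMSO and 100% = nicardipine control wells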
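Test system: IgMXP3 (ABCG2) plus far-red-tagged CCRF-Adr (ABCB1) cells. Reagent: JC-1 dye as substrate. Timing: 10 min exposure at 25 °C with rotation, no wash. Measured by: flow cytometric JC-1 green MFI at 530 nm. Read-out: percent efflux inhibition, scaled nicardipine 100% to DMSO 0%. Control set: nicardipine and DMSO wells.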
RGS7-Gao reg: human RGS7-Galphao interaction regulation. P09471. 0.35% of 220,000 active. binding response (% of control), % at 10 µM. Multiplexed bead flow cytometry, RGS7-Galphao binding; actives lie on both sides; in the data active = binding response below about 49% or above about 150%; inconclusive = no clear call, values can overlap the other calls; inactive = in between;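 also: fluorescent Galphao held in activated GDP-AlF4 state binding bead-coupled RGS7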
Bim-Bcl-XL: disrupts Bim peptide binding to human Bcl-XL | Q07817 | bead flow cytometry, fluorescence | inhibition, % at 10 µM | 0.04% of 190,000 active | AID 1007
Target sequence (Q07817 whole entry, looked up): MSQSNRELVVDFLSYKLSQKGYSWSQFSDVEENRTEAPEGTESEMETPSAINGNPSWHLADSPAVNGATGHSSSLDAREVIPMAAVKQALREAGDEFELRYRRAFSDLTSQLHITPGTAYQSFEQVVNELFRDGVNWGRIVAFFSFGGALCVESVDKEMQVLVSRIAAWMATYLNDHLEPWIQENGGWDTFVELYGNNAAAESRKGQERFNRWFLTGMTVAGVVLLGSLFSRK
Bim-Bcl-2: disrupts Bim peptide binding to human Bcl-2. P10415. Bead-based flow cytometry, Bim peptide-Bcl-2 binding. inhibition, % at 10 µM. 0.06% of 190,000 active; in the data active = inhibition above about 40%; inconclusive = no clear call, values can overlap the other calls;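 also: 0% = no compound wells with probe peptide and 100% = reference peptide inhibitor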
Target sequence (P10415 whole entry, looked up): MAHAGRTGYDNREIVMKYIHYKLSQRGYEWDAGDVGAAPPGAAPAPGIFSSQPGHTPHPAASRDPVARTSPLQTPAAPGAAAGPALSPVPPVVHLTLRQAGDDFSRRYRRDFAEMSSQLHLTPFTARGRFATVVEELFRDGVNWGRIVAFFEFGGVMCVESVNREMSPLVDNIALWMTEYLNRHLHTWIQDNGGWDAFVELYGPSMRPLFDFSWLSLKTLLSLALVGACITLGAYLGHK
RGS4-Gao reg: human RGS4-Galphao interaction regulation. binding response (% of control), % at 10 µM. Multiplexed bead flow cytometry, RGS4-Galphao binding; actives lie on both sides. P09471. 0.33% of 220,000 active; in the data active = binding response below about 49% or above about 150%; inactive = in between;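 also: fluorescent Galphao activated with aluminum fluoride binding bead-coupled RGS4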
* marks the source's active call; other numbers are inactive results; ? = inconclusive. Rule as the data show it, unless noted: active = inhibition above about 40%.

SMILES	ABCB1 inh	RGS8-Gao	Bcl-B Bim block	Bfl-1 Bim block	Bcl-W Bim block	GSH bead fluor	ABCG2 block	RGS7-Gao reg	Bim-Bcl-XL	Bim-Bcl-2	RGS4-Gao reg
CC1CCCc2sc3nc(N4CCN(CCO)CC4)n4ncnc4c3c21 (stereo not given)	1.2	101	-4	-12	0	38	4	101	0	-7	102
Cc1c(C(=O)N2CCN(c3ccc(C(F)(F)F)cn3)CC2)oc2ccccc12	-0.1	101	-6	-8	1	45	16	97	4	-6	101
COc1ccc(CC(C(=O)Nc2cc(C)ccc2C)/C(N)=N/O)cc1 (stereo not given)	0.4	95	-4	-7	2	19	2	91	-1	1	91
COC(=O)c1sc(NC(=O)CSc2nnnn2-c2cccc(OC)c2)nc1C	0.9	103	-10	-4	-3	36	3	101	-7	-1	100
COc1cc2c(cc1OC)-c1nncn1C(C)(C)C2	0.6	101	-10	-19	-1	31	10	100	-13	-11	103
CC(C)NS(=O)(=O)c1ccc(OCC(=O)Nc2ccc3c(c2)OCCO3)cc1	0.6	99	-5	-15	0	24	29	98	-4	-6	99
O=C(NCCCN1CCCCCC1)C1CC(=O)N(C2CCCC2)C1 (stereo not given)	0.5	100	-1	-5	9	26	2	108	2	-7	107
Cc1nnc(SCC(=O)Nc2ccc3c(c2)OCCO3)n1CC1CCCO1 (stereo not given)	-0.8	104	-4	-14	1	33	11	99	-4	-9	102
CC1CCC2(CC1)C(Nc1cccc(Cl)c1)=NC(=S)N2CC#N (stereo not given)	0.2	104	1	2	0	21	0	102	0	4	105
CC(C)Oc1ccc(N2CC(C(=O)Nc3ccc(N4CCOCC4)cc3)CC2=O)cc1 (stereo not given)	0.2	94	-4	0	0	14	4	94	-3	3	91
COCc1nnc(NC(=O)c2cc(C(=O)OC)cc([N+](=O)[O-])c2)s1	1.4	101	0	0	0	21	33	105	-1	0	104
O=C(O)c1n[nH]nc1-c1ccccc1	-0.1	102	-2	-4	0	15	0	99	-2	-3	103
O=C(O)c1ccc(CSc2nnnn2C2CCCCC2)cc1	0.5	101	-2	-3	-3	49	3	97	-3	-2	101
O=C(Nc1ccccc1C(=O)NCCCn1ccnc1)c1ccc(Cl)cc1Cl	1.2	102	0	4	0	15	28	100	0	4	98
Cc1ccc(C(=O)Nc2nccs2)cc1S(=O)(=O)N1CCCCC1	1.1	102	-8	-10	0	11	12	101	-4	-11	101

10 structures from above, sorted by number of heavy atoms, ascending.
SMILES	ABCB1 inh	RGS8-Gao	Bcl-B Bim block	Bfl-1 Bim block	Bcl-W Bim block	GSH bead fluor	ABCG2 block	RGS7-Gao reg	Bim-Bcl-XL	Bim-Bcl-2	RGS4-Gao reg
O=C(O)c1n[nH]nc1-c1ccccc1	-0.1	102	-2	-4	0	15	0	99	-2	-3	103
COc1cc2c(cc1OC)-c1nncn1C(C)(C)C2	0.6	101	-10	-19	-1	31	10	100	-13	-11	103
O=C(O)c1ccc(CSc2nnnn2C2CCCCC2)cc1	0.5	101	-2	-3	-3	49	3	97	-3	-2	101
CC1CCC2(CC1)C(Nc1cccc(Cl)c1)=NC(=S)N2CC#N (stereo not given)	0.2	104	1	2	0	21	0	102	0	4	105
COCc1nnc(NC(=O)c2cc(C(=O)OC)cc([N+](=O)[O-])c2)s1	1.4	101	0	0	0	21	33	105	-1	0	104
COc1ccc(CC(C(=O)Nc2cc(C)ccc2C)/C(N)=N/O)cc1 (stereo not given)	0.4	95	-4	-7	2	19	2	91	-1	1	91
CC1CCCc2sc3nc(N4CCN(CCO)CC4)n4ncnc4c3c21 (stereo not given)	1.2	101	-4	-12	0	38	4	101	0	-7	102
Cc1nnc(SCC(=O)Nc2ccc3c(c2)OCCO3)n1CC1CCCO1 (stereo not given)	-0.8	104	-4	-14	1	33	11	99	-4	-9	102
COC(=O)c1sc(NC(=O)CSc2nnnn2-c2cccc(OC)c2)nc1C	0.9	103	-10	-4	-3	36	3	101	-7	-1	100
CC(C)Oc1ccc(N2CC(C(=O)Nc3ccc(N4CCOCC4)cc3)CC2=O)cc1 (stereo not given)	0.2	94	-4	0	0	14	4	94	-3	3	91

Molecules from the list above with a Cl atom (2):
SMILES	ABCB1 inh	RGS8-Gao	Bcl-B Bim block	Bfl-1 Bim block	Bcl-W Bim block	GSH bead fluor	ABCG2 block	RGS7-Gao reg	Bim-Bcl-XL	Bim-Bcl-2	RGS4-Gao reg
CC1CCC2(CC1)C(Nc1cccc(Cl)c1)=NC(=S)N2CC#N (stereo not given)	0.2	104	1	2	0	21	0	102	0	4	105
O=C(Nc1ccccc1C(=O)NCCCn1ccnc1)c1ccc(Cl)cc1Cl	1.2	102	0	4	0	15	28	100	0	4	98

(more compounds)
SMILES	ABCB1 inh	RGS8-Gao	Bcl-B Bim block	Bfl-1 Bim block	Bcl-W Bim block	GSH bead fluor	ABCG2 block	RGS7-Gao reg	Bim-Bcl-XL	Bim-Bcl-2	RGS4-Gao reg
COc1ccc(C(C)C)cc1S(=O)(=O)Nc1ccncc1	-0.9	100	0	0	0	14	2	101	3	-4	101
CCOc1cc(S(=O)(=O)N2CCN(c3ccc(F)cc3)CC2)c(OCC)cc1-n1cnnn1	1.3	95	1	2	2	15	3	84	1	-2	82
Cc1noc(C)c1COC(=O)[C@H](C)NS(=O)(=O)c1ccc(Cl)c(Cl)c1	0.8	105	-6	-8	2	29	1	105	-2	-10	111
CCOC(=O)c1c(NC(=O)c2ccco2)n(C2CCCCC2)c2nc3ccccc3nc12	1.5	99	-12	-6	-1	22	11	95	-9	-4	97
COc1cc(NC(=O)c2ccccc2Cl)ccc1NC(=O)c1cccs1	2.0	105	9	6	5	9	7	106	10	2	110
O=C(/C(=N/N=C/c1ccc(O)c(O)c1)c1ccccc1)c1ccccc1	-1.9	100	-7	-6	-4	18	-9	104	-8	-8	97
Cc1ccc(-n2c(C)cc(C(=O)COC(=O)C3=NNC(=O)CC3)c2C)cc1	0.6	100	-7	-7	-2	38	9	98	-5	-3	101
COc1ccc(C2C(C(=O)NCc3ccccn3)CCC(=O)N2c2cc(OC)c(OC)c(OC)c2)cc1 (stereo not given)	-0.1	99	-2	-4	-2	27	0	100	-3	-3	100
CCOc1cc(/C=N/NC(=O)CSc2cccc3cccnc23)ccc1O	-0.2	102	11	1	7	9	2	100	14	6	101
CNC(=O)/C(=C\c1ccc2c(c1)OCO2)NC(=O)c1ccc(Br)cc1	-0.1	92	-5	-14	1	16	2	96	-1	-20	99
Cc1ccc(C)c(C(=O)CCC(=O)NCc2ccc(Cl)cc2)c1	0.2	104	-2	-9	-3	11	1	108	-2	-2	102
CCC(C)(C)c1ccc(Oc2ccc(NC(=O)COC(=O)C3=COCCO3)cc2)cc1	2.0	71	-6	-4	-2	71	6	80	-2	-9	82
Cc1cc2ncn(/N=C/c3cc(Br)ccc3O)c2cc1C	0.5	102	0	-2	0	28	2	99	0	-2	98
Cc1ccc(F)cc1NC(=O)Cc1nn(C)c(=O)c2ccccc12	0.0	97	-3	-11	0	22	0	99	0	-5	105
CN(Cc1nc(C(c2ccccc2)c2ccccc2)no1)CC1COCCO1 (stereo not given)	-0.4	99	3	4	2	11	-1	101	-1	2	101
O=C(c1csc2ccccc12)N1CCN(c2ccccn2)CC1	1.6	103	-7	-11	1	43	7	104	0	-8	105
CCOC(=O)c1cn(-c2ccc(F)c(F)c2F)c2c(F)c(F)c(F)cc2c1=O	0.2	101	-7	-11	0	45	15	98	-3	-5	103
Cc1c(Cl)c([N+](=O)[O-])nn1CCCC(=O)Nc1cccc(Cl)c1Cl	2.0	105	-1	-28	-2	9	49	100	-1	-13	103
COC(=O)C1=C(O)/C(=C\c2cc(C)n(-c3ccccc3F)c2C)N=C1C	0.3	100	2	6	-4	21	3	104	0	2	101
CC(C)c1ccc(N(C(=O)c2cc3ccccc3oc2=O)C2C=CS(=O)(=O)C2)cc1 (stereo not given)	0.7	90	1	0	-5	12	1	100	-3	0	102
Cc1nc(N(C)C)c2sc(=S)n(Cc3ccccc3)c2n1	0.8	95	-1	0	-1	12	8	96	-4	0	98
CC(C)CNC(=O)COC(=O)CCC(=O)c1ccc(F)cc1	-0.3	103	-6	-10	-2	13	5	97	-3	-6	101
CCOC(=O)c1nnn(CC(=O)N2N=C(c3cccc4ccccc34)CC2c2ccccc2)c1C(=O)OCC (stereo not given)	5.0	105	-6	-3	-1	20	21	99	-5	9	101
CC(C)c1ccccc1OCC(=O)NC1CCCc2ccccc21 (stereo not given)	1.3	101	-6	-4	-4	12	12	96	-5	-9	103
Cc1cc(C)cc(NC(=O)C/C(N)=N/O)c1	0.0	104	-3	-3	0	24	0	106	0	0	103
CCc1nnc(NC(=O)Cn2nnc(-c3ccccc3F)n2)s1	0.0	100	0	-6	9	9	0	99	-2	0	97
CC(=O)C1=C(O)C(=O)N(CCC(=O)O)C1c1cccc(F)c1 (stereo not given)	-0.1	97	3	1	0	40	-1	98	0	0	97
CCc1cc[n+](CC(=O)Nc2ccc(Cl)cc2Cl)cc1	0.1	102	0	-3	0	10	2	?	0	-3	102
N#Cc1c(-c2ccccc2)ccn(Cc2cccc(Cl)c2)c1=O	0.6	106	1	1	0	22	2	99	0	-2	97
COC(=O)C1C(c2ccccc2)C(C(=O)OCc2ccco2)C1c1ccccc1 (stereo not given)	0.4	100	0	7	1	16	0	99	2	-14	101
O=C(COC(=O)c1ccc(NS(=O)(=O)c2ccc(F)c(F)c2)cc1)NCC1CCCO1 (stereo not given)	0.3	89	-3	-4	0	16	5	79	0	-5	79
COc1ccc(C2CC(c3ccccc3)=NN2c2ccc(/C=N/NC(=O)c3ccncc3)cc2)cc1 (stereo not given)	1.4	103	-1	2	1	15	5	100	0	0	100
O=c1oc2ccccc2cc1-c1ccccc1	0.4	102	0	3	-1	13	5	101	-1	1	101
Cc1cccc(C)c1NCc1nnc(SCC(=O)Nc2nc(-c3ccccc3)cs2)n1-c1ccccc1	1.0	102	-1	0	0	6	3	101	-1	-1	104
NC(=O)CSc1nc(C2CC2)nc2sc3c(c12)CCCC3	0.3	105	0	0	0	10	4	98	1	-2	104
CC(OC(=O)c1snc(C(=O)NC2CCCCC2)c1N)C(=O)NC1CCCCC1 (stereo not given)	1.1	86	0	3	0	16	3	95	5	3	97

High-throughput results from PubChem BioAssay.
